# FEN1 inhibitor: human FEN1 inhibition | actives 0.35% (n = 390,000) | AID 588795 | Potency, µM (top dose mostly 114 µM), inactives show at the highest dose activity change, negative = inhibition, actives largely listed as inhibitors | P39748 | Recombinant FEN1 flap cleavage, fluorescence, 15 min; further: nearly all actives have a fitted effect of over 65% in size
# Target sequence (P39748 whole entry, looked up): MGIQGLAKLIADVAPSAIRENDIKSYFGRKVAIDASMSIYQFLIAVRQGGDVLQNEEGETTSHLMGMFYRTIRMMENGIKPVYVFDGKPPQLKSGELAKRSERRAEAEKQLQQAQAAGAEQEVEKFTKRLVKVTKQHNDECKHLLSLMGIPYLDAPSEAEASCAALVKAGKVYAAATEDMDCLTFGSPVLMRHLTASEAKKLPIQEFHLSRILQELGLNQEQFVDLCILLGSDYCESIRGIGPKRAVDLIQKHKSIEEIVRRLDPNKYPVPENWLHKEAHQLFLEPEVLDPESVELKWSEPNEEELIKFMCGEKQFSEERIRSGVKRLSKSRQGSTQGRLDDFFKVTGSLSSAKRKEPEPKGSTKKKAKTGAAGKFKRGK
#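 Potency values derive from four-parameter Hill fits of normalized qHTS data. The reaction used 10 nM FEN1 preincubated 15 min at room temperature with compound, then 50 nM DNA substrate, read at 0 and 15 min.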
# N370S GC: inhibits or activates N370S mutant glucocerebrosidase; P04062; AID 2101; Potency, µM (highest dose often 59.4 µM), without a hit: at the top dose activity change, negative = inhibition, usual class: inhibitors; N370S GC spleen homogenate, 4MU-glucoside fluorescence; actives 0.092% (n = 330,000);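 further: 0% = full enzyme activity and -100% = no enzyme basal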
# TDP1 cell CPT: growth inhibition of DT40 Tdp1-/-;hTDP1 cells with camptothecin (screen for TDP1 inhibitors); chicken DT40 Tdp1-/-;hTDP1 cells + 20 nM CPT, ATP luminescence, 48 h; Potency, µM (series often up to 46.2 µM), for inactives: top-dose activity change, negative = growth inhibition, hits mostly inhibitors; actives 12% (n = 420,000); further: nearly all actives have a fitted effect of over 55% in size
#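 Chicken DT40 Tdp1-/- cells complemented with human TDP1, 400 cells/well, exposed to compounds plus 20 nM camptothecin for at least 48 h at 37 C; viability read as ATP content by CellTiter-Glo luminescence.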
# Starred values were filed as active, the others as inactive; ? = inconclusive; · = not tested or not shown; & = joins results of further samples; [ ] = dose if it differs, or a comment. The call rests on the fitted dose curve; in most records, active means well fitted curve in the direction sought with a large enough effect; inconclusive means small, poorly fitted or top-dose-only effect, or another doubt; inactive means no such curve, though single readings can be large; an effect the other way counts as inactive or inconclusive. Unless noted, on the % scale 0 is the no-effect control and ±100 the full control effect; potency means the concentration at half of the fitted maximal effect. The list is partial. The share of hits here may be higher or lower than overall.
SMILES,FEN1 inhibitor,N370S GC,TDP1 cell CPT
CC(=O)c1c(C)n([O-])c2ccccc2[n+]1=O,4%,-1%,?
CCN1CCCC1CNCc1ccc(OCc2ccc(Cl)nc2)c(OC)c1 (stereo not drawn),-2%,9%,25%
O=C(CSCc1c(Cl)cccc1Cl)NCc1ccccn1,-2%,6%,-3%
O=S(=O)(c1ccccc1)c1nnn2c1nc(NCc1ccc(F)cc1)c1sccc12,-1%,·,11%
Nc1c(S(=O)(=O)c2ccccc2)c2nc3ccccc3nc2n1/N=C/c1cccc(O)c1,8%,-7%,15µM*
CCOC(=O)c1ccc(CN(Cc2ccc(C)cc2)S(=O)(=O)c2ccc(NC(C)=O)cc2)cc1,?,·,?
CSC1=C(C#N)C(c2ccccc2)C(C(C)=O)=C(C)N1 (stereo not drawn),-5%,-3%,1%
O=C(CSc1ccc2ccccc2n1)c1ccccc1,-7%,11%,0%
COc1ccccc1-c1cccc([C@@H]2C[C@H]3[C@H](CON3C)CN2C(C)=O)c1,16%,·,14%
COc1ccccc1C(=O)Nn1cnnc1,-2%,-2%,21%
COc1ccc(CNC(=O)CCc2c(C)nn(-c3ccc(N4CCCC4)nn3)c2C)cc1,0%,·,?
Nc1nc(CN2CCN(c3ccccn3)CC2)nc(Nc2ccc(Cl)cc2)n1,-12%,-3%,?
O=C(NC1CCCN(Cc2ccc(Cl)cc2)C1)c1ccccc1-c1ncc[nH]1 (stereo not drawn),-6%,-2%,-9%
O=C(NCc1ccc(Cl)cc1)c1cnc2sc(N3CCCC3)nn2c1=O,19%,·,?
COc1ccc(-c2cc(C(=O)OCC(=O)NC3CC3)c3ccccc3n2)cc1OC,12%,·,-27%
COCCN1C(=O)c2cc(C(=O)Nc3ccc(OC)c(OC)c3)ccc2C1Nc1ccc(OC)c(OC)c1 (stereo not drawn),7%,-2%,2%
COc1ccc(-c2ccc(/C=C(\NC(=O)c3ccccc3)C(=O)N3CCOCC3)o2)cc1,-14%,0%,15µM*
CC(NC(=O)c1ccccc1)C(=O)OCC(=O)Nc1cccc(S(=O)(=O)N2CCCC2)c1 (stereo not drawn),7%,·,?
Clc1ccc(Oc2nc3ccccc3n3cccc23)cc1,4%,0%,-29%
CCc1nnc(NC(=O)CCn2cnc3ccccc3c2=O)s1,-9%,5%,-9%
CCN(CC)CCCC(C)NC(=O)c1ccc(C(F)(F)F)cc1 (stereo not drawn),20%,-6%,0%
CC(=O)Nc1ccc(C=NNc2nnc(NN=Cc3ccc(NC(C)=O)cc3)c3ccccc23)cc1,?,·,2.9µM*
CC(C)N1CCN(Cc2cc3ccccc3[nH]2)CC1CCO (stereo not drawn),5%,2%,14%
CC(NC(=O)c1ccccc1)c1nnc(SCc2nc3ccccc3c(=O)[nH]2)n1C (stereo not drawn),0%,7%,-18%
Cc1cc(/C=N\NC(=O)COc2cccc3cccnc23)c(C)n1-c1ccccc1,17%,13%,?

# Continued.
SMILES,FEN1 inhibitor,N370S GC,TDP1 cell CPT
Cc1ccc(/C=C/c2nc3ccccc3c(=O)[nH]2)cc1,-6%,5%,?
O=C(/C=C/c1ccc(Cl)cc1)Nc1ccccc1N1CCOCC1,7%,9%,?
COC(=O)c1sccc1NC(=O)CNC(=O)c1ccccc1,7%,5%,0%
Cc1noc(COc2ccccc2OCC(N)=O)n1,-12%,·,1%
COc1ccccc1NC(=O)CS(=O)(=O)c1cccc2nsnc12,-6%,-4%,-11%
C=CCn1c(-c2csc(-c3ccccc3)n2)n[nH]c1=S,0%,4%,-23%
Cn1c(C(=O)NCc2ccccn2)cc2c(=O)n3ccccc3nc21,7%,?,-7%
Cc1cccc(C)c1OCc1cc(C(=O)N(C)Cc2nc3ccccc3[nH]2)no1,-2%,0%,?
CCN(C(=O)/C=C/c1cc(OC)c(OC)c(OC)c1)C1CCCCC1,-4%,-1%,?
COc1ccc2c(c1)[nH]c1c(=O)n(CCN3CCOCC3)cnc12,-2%,7%,-11%
Cc1cc(NC(=O)Cn2nnc(-c3ccccc3N)n2)no1,5%,3%,-16%
COc1ccc(/C=C(\C#N)C(=O)OCC(=O)NC(C)c2ccccc2)cc1 (stereo not drawn),-7%,8%,33%[activator]
COc1ccc(CCNC(=O)Cn2c(-c3cccs3)cc3cc(F)ccc32)cc1OC,-3%,·,7.3µM*
Cc1ccc(C=Nc2ccccc2C(=O)Nc2ccccc2)cc1,-11%,17%,?
COc1ccc2nc(CNC(=O)C3CCC(=O)N(CCc4ccccc4)C3)[nH]c2c1 (stereo not drawn),-1%,-6%,6%
Cc1cccc(CNc2ccnc(-c3ccc(C(=O)N(C)C)cc3)n2)c1,·,2%,?
CCC(=O)C1=C(c2ccc(F)cc2)N(C(=O)CC)n2c(nnc2-c2ccc(OC)cc2)S1,-2%,·,4.1µM*
CC(C)c1ccccc1NC(=O)CSc1nnc(COc2ccccc2)o1,-3%,·,-9%
O=C1C=C(Nc2ccc(Cl)cc2)CC(c2ccco2)C1 (stereo not drawn),-1%,-6%,?
COc1ccc(CN2CC[C@H]3C=CC[C@@H](C(=O)N4CCOCC4)[C@H]3C2=O)cc1OC,20%&0%,·,18%&-1%
O=C(COC(=O)c1cc(-c2ccccn2)nc2ccccc12)Nc1ncc(C(F)(F)F)cc1Cl,2%,16%,?
CCOC(=O)c1c(C)c(-c2ccccc2)n(CC(=O)Nc2cc(C)cc(C)c2)c1C,3%,·,?
CC(C)COc1ccc(/C(=N/O)c2ccccc2)cc1,?,·,-22%
CC(=O)Nc1ccc(S(=O)(=O)N2CCC(C(=O)Nc3nccs3)CC2)cc1,-10%,-19%,3%
Cc1cc(C(=O)COC(=O)C2=NNC(=O)CC2)c(C)n1-c1cccc(C(F)(F)F)c1,-3%,-4%,-28%

# Looked up above:
# Result of O=S(=O)(c1ccccc1)c1nnn2c1nc(NCc1ccc(F)cc1)c1sccc12 under FEN1 inhibitor: -1%
# Result of COc1ccccc1C(=O)Nn1cnnc1 under FEN1 inhibitor: -2%

# Following part.
SMILES,FEN1 inhibitor,N370S GC,TDP1 cell CPT
COc1ccc(S(=O)(=O)Nc2cccc(F)c2)cc1C,-16%,5%,-22%
CCOP(=O)(OCC)C(NC(=O)/C=C/c1ccc(OC)cc1)c1ccccc1 (stereo not drawn),-11%,-21%,-13%
Cc1cc(Nc2ccccc2)nc(N2CCOCC2)n1,-1%,-18%,-19%
Cc1ccc(CSc2nc3c(c(=O)[nH]2)C(c2cccc(F)c2F)CC(=O)N3)cc1 (stereo not drawn),13%,·,15µM*
COC(=O)c1oc2ccccc2c1NC(=O)CN1CCCC1,8%,-2%,0%
COc1ccc(Nc2cc(C(=O)NCCCN3CCN(C)CC3)c3ccccc3n2)cc1,0%,-11%,?
O=C(NCC(=O)N(c1cccc(F)c1)C(C(=O)NC1CCCC1)c1ccncc1)c1ccco1 (stereo not drawn),1%,-4%,0%
c1ccc2[nH]c(CSc3nccs3)nc2c1,6%,8%,-15%
c1ccc(COn2nnc3ccccc32)c(COn2nnc3ccccc32)c1,-3%,19%,18µM*
N#CCCN(CCC#N)S(=O)(=O)c1ccc(C(=O)Nc2nnc(C3=COCCO3)o2)cc1,-14%,1%,0%
COc1ccc(C(=O)CN2CCN(c3ccc(F)cc3)CC2)cc1,-4%,?,1%
COc1ccc(CNC(=O)C(C)n2nc(C)c3sc4ccccc4c3c2=O)cc1OC (stereo not drawn),-2%,·,6.5µM*
O=C(Nc1ccc(F)cc1)N1CCCN(c2nccc(C(F)(F)F)n2)CC1,3%,14%,-28%
COc1ccc(Nc2nc(-c3ccccc3F)nc3ccccc23)cc1OC,?,2.5µM*,15µM*
CC(C)(C)NC(=O)C(=O)NNC(=O)c1cccc(F)c1,0%,-11%,4%
Cc1ccc(S(=O)(=O)N2Cc3ccccc3CC2C(=O)Nn2cnnc2)cc1 (stereo not drawn),3%,-5%,-4%
CCOC(=O)c1sc2nc(C)nc(NCc3ccc(Cl)cc3)c2c1C,9%,4%,12µM*
CC[N+]1(CC(=O)c2ccc(OC)cc2)CCCCC1,-3%,·,10%
Cc1oc(-c2ccc(Cl)cc2)nc1CS(=O)CC(=O)NC1CC1 (stereo not drawn),-7%,4%,-1%
CCOc1ccc(C(=O)/C=C/c2cn(CC(O)CN3CCc4ccccc43)c3ccccc23)cc1 (stereo not drawn),3%,·,7.3µM*
N#CC1(c2ccccc2)CCCN1C(=O)c1ccc(Br)cc1 (stereo not drawn),17%,-3%,-16%
Cc1ccc(S(=O)(=O)N(C)c2ccc3c(ncn3C)c2[N+](=O)[O-])cc1,-7%,-3%,-24%
CCOc1ccc(Nc2n[nH]c(=S)s2)cc1,-4%,?,11%
COc1ccc(-c2cc(C)nc3nc(N)nn23)cc1,-1%,-13%,-13%
COc1ccc(OCc2cc(C(=O)NCc3nc(C)cs3)no2)c(Cl)c1,8%,-6%,?
CC1(C)CC(=O)C=C(Nc2cccc(Cl)c2Cl)C1,17%,·,-13%
Cc1cccc(C)c1OCc1cc(C(=O)N2CCN(c3ccccc3)CC2C)no1 (stereo not drawn),-14%,-1%,-54%
CC1=C(C(=O)OC(C)C)C(c2ccc(Br)s2)NC(=O)N1 (stereo not drawn),-4%,1%,-11%
NC(=O)COC(=O)c1cc(Cl)cc(Cl)c1N,-7%,?,6%
COc1ccccc1-c1nnc(SCC(=O)Nc2c(Cl)cccc2Cl)o1,2%,-3%,18µM*

# Limited to TDP1 cell CPT (three entries from above):
compound,TDP1 cell CPT
CC(C)(C)NC(=O)C(=O)NNC(=O)c1cccc(F)c1,4%
Cc1ccc(S(=O)(=O)N2Cc3ccccc3CC2C(=O)Nn2cnnc2)cc1 (stereo not drawn),-4%
CCOC(=O)c1sc2nc(C)nc(NCc3ccc(Cl)cc3)c2c1C,12µM*

# Filtered by structure, the entries above containing a Cl atom
SMILES,FEN1 inhibitor,N370S GC,TDP1 cell CPT
CCN1CCCC1CNCc1ccc(OCc2ccc(Cl)nc2)c(OC)c1 (stereo not drawn),-2%,9%,25%
O=C(CSCc1c(Cl)cccc1Cl)NCc1ccccn1,-2%,6%,-3%
Nc1nc(CN2CCN(c3ccccn3)CC2)nc(Nc2ccc(Cl)cc2)n1,-12%,-3%,?
O=C(NC1CCCN(Cc2ccc(Cl)cc2)C1)c1ccccc1-c1ncc[nH]1 (stereo not drawn),-6%,-2%,-9%
O=C(NCc1ccc(Cl)cc1)c1cnc2sc(N3CCCC3)nn2c1=O,19%,·,?
Clc1ccc(Oc2nc3ccccc3n3cccc23)cc1,4%,0%,-29%
O=C(/C=C/c1ccc(Cl)cc1)Nc1ccccc1N1CCOCC1,7%,9%,?
O=C1C=C(Nc2ccc(Cl)cc2)CC(c2ccco2)C1 (stereo not drawn),-1%,-6%,?
O=C(COC(=O)c1cc(-c2ccccn2)nc2ccccc12)Nc1ncc(C(F)(F)F)cc1Cl,2%,16%,?
CCOC(=O)c1sc2nc(C)nc(NCc3ccc(Cl)cc3)c2c1C,9%,4%,12µM*
Cc1oc(-c2ccc(Cl)cc2)nc1CS(=O)CC(=O)NC1CC1 (stereo not drawn),-7%,4%,-1%
COc1ccc(OCc2cc(C(=O)NCc3nc(C)cs3)no2)c(Cl)c1,8%,-6%,?
CC1(C)CC(=O)C=C(Nc2cccc(Cl)c2Cl)C1,17%,·,-13%
NC(=O)COC(=O)c1cc(Cl)cc(Cl)c1N,-7%,?,6%
COc1ccccc1-c1nnc(SCC(=O)Nc2c(Cl)cccc2Cl)o1,2%,-3%,18µM*

# From PubChem BioAssay
